Assay outcomes (PubChem)
KCNH2 3.1 inh = inhibitors of human KCNH2 3.1 potassium channel isoform; U2OS KCNH2 3.1, thallium flux FluxOr; active compounds read low; activity change, % (tested at about 1.8 µM); actives 0.95% (n = 340,000); AID 720553;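 active = maximum activity change below -70%; inconclusive = maximum activity change from -70% to -50%; inactive = maximum activity change above -50%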;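 also: thallium influx rate constant from kinetic fluorescence after stimulation buffer; % is scaled to controls: 0 for no effect and ±100 for the full control effect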
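Measured as rate of thallium-driven FluxOr signal in transduced U2OS cells carrying the 3.1 channel, read kinetically for 2 min upon stimulation; values are rate constants scaled to DMSO control wells.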
Eya2 phos inh = inhibitors of human Eya2 phosphatase activity. O00167. actives 0.006% (n = 330,000). AID 488837. Potency, µM (highest dose often 76.9 µM), for the others: top-dose activity, negative = inhibition, hits mostly inhibitors. recombinant Eya2, OMFP fluorescence dephosphorylation (OMFP is methylfluorescein phosphate); also: potency is read from the fitted curve at half-maximal effect; % is scaled to controls: 0 for no effect and ±100 for the full control effect
Target sequence (O00167 whole entry, looked up): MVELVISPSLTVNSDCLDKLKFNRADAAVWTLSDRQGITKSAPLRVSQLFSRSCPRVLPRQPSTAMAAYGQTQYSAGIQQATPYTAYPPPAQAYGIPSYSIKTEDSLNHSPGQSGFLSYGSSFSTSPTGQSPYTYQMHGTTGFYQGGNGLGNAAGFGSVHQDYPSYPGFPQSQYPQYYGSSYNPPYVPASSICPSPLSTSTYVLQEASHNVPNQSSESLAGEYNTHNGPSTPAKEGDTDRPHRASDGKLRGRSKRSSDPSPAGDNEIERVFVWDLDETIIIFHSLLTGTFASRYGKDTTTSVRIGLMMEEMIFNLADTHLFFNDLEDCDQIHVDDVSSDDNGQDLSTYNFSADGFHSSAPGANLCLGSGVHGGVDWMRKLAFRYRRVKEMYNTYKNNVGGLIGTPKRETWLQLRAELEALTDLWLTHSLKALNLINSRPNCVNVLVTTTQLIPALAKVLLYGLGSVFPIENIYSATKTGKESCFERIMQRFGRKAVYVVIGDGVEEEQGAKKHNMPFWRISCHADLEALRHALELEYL
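Eya2 (0.2 uM) preincubated 10 min at ambient with compound, then OMFP substrate added at 50 uM; 10 min reaction in 50 mM HEPES pH 7.5, 50 mM NaCl, 5 uM MgCl2, 0.05% BSA, 1 mM DTT. Fluorescence read at Ex 485/Em 525 nm.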
A-T KAP1 phos = candidate therapy for ataxia-telangiectasia; […] A-T fibroblasts, KAP-1 phosphorylation AlphaLISA; neocarzinostatin DNA damage 30 min before lysis; Potency, µM (highest dose often 57.5 µM), without a hit: at the highest dose activation, usual class: activators; AID 485349; actives 0.19% (n = 320,000); also: potency is read from the fitted curve at half-maximal effect; % of control where 0% means no effect; nearly all actives have a fitted effect of over 45% in size
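ATM-like activity read as KAP-1 phosphorylation via AlphaLISA donor/acceptor antibody pairs after lysis and 6 hr at 25C. Cells were ATM-null patient fibroblasts ([…], hTERT), dosed 60 min, then exposed to the DSB inducer NCS for 30 min.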
hERG WT inh = inhibitors of human wildtype KCNH2 potassium channel | Q12809 | U2OS, BacMam KCNH2, thallium flux FluxOr; active compounds read low | activity change, % at 1.84 µM | actives 0.37% (n = 340,000) | AID 720551;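 active = maximum activity change below -70%; inconclusive = maximum activity change between -70% and -50%; inactive = maximum activity change above -50%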; also: % is scaled to controls: 0 for no effect and ±100 for the full control effect
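U2OS cells were transduced with wild-type KCNH2 virus (2.03 x 10^8 / mL) for 4 h at room temperature, then cultured overnight at 37 C. Thallium flux was read with FluxOr dye. Rate constants were normalized to DMSO controls.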
TRPV1 agonist = agonists of human vanilloid receptor 1 (TRPV1). actives 0.19% (n = 320,000). TRPV1-expressing cells, Fluo-8 calcium influx, agonist mode. Q8NER1. activation, % at 8.33 µM; in the data active = activation above about 80%; inconclusive = between about 30% and that limit; also: 0% is about no effect
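Fluo-8 calcium influx in TRPV1-expressing cells, kinetic read (ex 480/em 520 nm). Compound added and read 3 min for agonist activity, followed by capsaicin at EC20 final and 2 min further read for enhancement.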
USP2a inh = blocks human ubiquitin-specific protease USP2a. Potency, µM (series often up to 38.3 µM), inactives show top-dose activity change, negative = inhibition, usual class: inhibitors. O75604. USP2 core, Ub-CHOP2 coupled fluorogenic reporter, 485/531. actives 0.01% (n = 330,000);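 also: potency is read from the fitted curve at half-maximal effect; plate controls were DMSO wells for no effect and full inhibition by NEM control for full effect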
Target sequence (O75604 whole entry, looked up): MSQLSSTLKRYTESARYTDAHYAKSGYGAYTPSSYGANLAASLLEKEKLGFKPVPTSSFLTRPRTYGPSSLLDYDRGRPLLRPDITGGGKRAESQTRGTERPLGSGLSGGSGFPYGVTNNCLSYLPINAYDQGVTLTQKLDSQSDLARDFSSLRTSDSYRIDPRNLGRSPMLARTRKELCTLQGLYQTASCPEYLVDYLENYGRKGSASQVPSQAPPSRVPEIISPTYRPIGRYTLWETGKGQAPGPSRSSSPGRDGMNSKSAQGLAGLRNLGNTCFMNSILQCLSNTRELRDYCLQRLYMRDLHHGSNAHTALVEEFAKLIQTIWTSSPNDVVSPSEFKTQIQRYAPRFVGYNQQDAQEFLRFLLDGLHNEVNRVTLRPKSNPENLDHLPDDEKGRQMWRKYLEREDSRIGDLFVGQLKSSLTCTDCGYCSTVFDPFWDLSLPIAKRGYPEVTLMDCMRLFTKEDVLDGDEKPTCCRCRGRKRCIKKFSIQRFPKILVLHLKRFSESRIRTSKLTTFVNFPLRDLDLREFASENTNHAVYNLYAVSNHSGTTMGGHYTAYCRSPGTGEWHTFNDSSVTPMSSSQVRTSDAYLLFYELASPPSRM
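USP2 core (10nM final) preincubated 30min RT with compound in 20mM Tris-HCl pH 8.0, 2mM CaCl2, 2mM beta-mercaptoethanol, 0.05% CHAPS; 25nM Ub-CHOP2 plus 25nM reporter substrate added, fluorescence (Ex485/Em531) read after 60min.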
TCR activator = T cell receptor activation; primary human leukocytes, anti-CD3, IL-2 HTRF, 48 h; Potency, µM (doses to about 9.22 µM), for the others: at the highest dose activation of IL-2 secretion, actives largely listed as activators; 330,000 tested, under 10 active; AID 504894; also: % of control where 0% means no effect
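Readout: HTRF IL-2, Eu-cryptate/d2 antibody pair, 320nm excitation, 665nm emission. Stimulus: a-CD3 beads, no co-stimulation. Cells: primary human leukocytes. Exposure: 48 hr with compound.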
TSHR antag = blocks TSH signaling through the human TSH receptor. P16473. TSHR-expressing cells, TSH-stimulated cAMP HTRF, 2 h; active compounds read low. activity change, negative = inhibition, % at 11.5 µM. actives 0.2% (n = 330,000). AID 504810;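 active = activity change below a set negative limit, meaning inhibition stronger than a set level, cut at about -70% in these data; inconclusive = activity change between two set negative limits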; also: % is scaled to controls: 0 for no effect and ±100 for the full control effect
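Read-out is FRET at 665 nm (cryptate excitation 337 nm) from a cryptate-tagged anti-cAMP antibody, competed by cell cAMP against cAMP-d2. Compounds are tested on freshly harvested TSHR cells challenged with 4nM TSH (EC80) for 2 hours at 37 deg C.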
Mito fusion yeast = blocks mitochondrial division or promotes mitochondrial fusion; S. cerevisiae fusion-defective mutant growth rescue, CellTiterGlo 48 h; Potency, µM (top dose mostly 46.1 µM), without a hit: at the top dose growth rescue (activation), most hits filed as activators; actives 0.23% (n = 320,000);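 also: potency is read from the fitted curve at half-maximal effect; % of control where 0% means no effect; nearly all actives have a fitted effect of over 45% in size; temperature-sensitive fusion mutants such as fzo1-1 at 37 °C on non-fermentable ethanol glycerol medium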
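Luminescent cell viability in 1536-well qHTS format served as the measure of rescued growth in ts fusion-mutant S. cerevisiae cultured on non-fermentable YPEG for 48 hours at 37C.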
ELG1 repair inh = inhibitors of ELG1-dependent DNA repair in HEK293T cells; HEK293T ELG1-luciferase reporter, luminescence, 16 h; DNA damage induced by 5-fluorouridine; Potency, µM (highest dose often 46.1 µM), inactives show at the highest dose activity change, negative = inhibition, most hits filed as inhibitors; actives 2.3% (n = 330,000); also: potency is read from the fitted curve at half-maximal effect; % is scaled to controls: 0 for no effect and ±100 for the full control effect; nearly all actives have a fitted effect of over 55% in size
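Step one: seed 2,000 cells per well. Step two: pin-transfer compound or DMSO alongside 5-fluorouridine. Step three: incubate 16 hr, 37 °C, 5% CO2. Step four: add ONE-Glo, wait 30 min, read luminescence.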
The depositor's hits bear a star; ? = inconclusive; nt = not tested or not shown; [ ] = dose if it differs, or a comment. Unless noted, calls follow the shape of the dose curve; as a rule, active = well fitted curve in the direction sought with a large enough effect; inconclusive = small, poorly fitted or top-dose-only effect, or another doubt; inactive = no such curve, though single readings can be large; an effect the other way counts as inactive or inconclusive. A portion of the library; the hit share may differ from the screen's.

SMILES	KCNH2 3.1 inh	Eya2 phos inh	A-T KAP1 phos	hERG WT inh	TRPV1 agonist	USP2a inh	TCR activator	TSHR antag	Mito fusion yeast	ELG1 repair inh
C/C(=N/NC(=O)CN1CCN(S(=O)(=O)c2ccc(Br)cc2)CC1)c1ccco1	-35	-8%	-3%	25	-4	0%	-15%[46.1 µM]	-9	-8%	-6%
COc1ccc(CCNC(=O)CC2Nc3cc(C)c(C)cc3NC2=O)cc1OC (centres undefined)	11	-34%	10%	-9	4	1%	1%	8	2%	-13%
Cc1ccc(S(=O)(=O)N[C@H](C(=O)OCC(=O)NC(=O)C2CCCCC2)C(C)C)cc1	-24	-9%	18%	-8	nt	-1%	1%	-1	nt	-4%
O=C(CN1CCN(Cc2ccc(Cl)cc2)CC1)N/N=C/c1c[nH]c2ccccc12	-1	-12%	12%	2	2	0%	1%[46.1 µM]	0	-1%	-3%
CS(=O)(=O)c1ccc(Cl)c(NC(=O)CCCSc2ccccc2)c1	2	9%	1%	-7	5	-1%	-1%	-12	-2%	-13%
NC(=O)c1ccsc1NC(=O)COC(=O)c1ccccc1F	11	-21%	10%	8	6	-1%	-5%	0	-3%	16%
CN(CC(=O)Nc1ccccc1Cl)C(=O)COC(=O)/C=C/c1cccc(C(F)(F)F)c1	5	3%	-3%	-2	5	-1%	6%	-6	3%	-1%
O=C(O)CCCN1C(=O)/C(=C/C=C/c2ccco2)SC1=S	-5	-5%	4µM*	-10	0	?	1%	-13	-5%	0%
CC(C)C[C@H](NC(=O)c1[nH]cnc1C(=O)Nc1ccc(CNC(=O)OC(C)(C)C)cc1)C(=O)OC(C)(C)C	-20	-13%	9%	-2	?	-19%	5%	-35	3%	?
CCOc1ccc(NC(=S)N(CCN2CCOCC2)Cc2ccc3c(c2)CCCN3CC)cc1	-8	-8%	-4%	-6	6	-6%	3%	-8	-4%	?
CC(C)/C=C(/C(=O)c1ccc(Cl)cc1Cl)n1cncn1	0	8%	2%	6	5	7%	0%	-6	-7%	-4%
CC1Sc2ccc(S(=O)(=O)N3CCC(C(=O)NCC(C)c4ccccc4)CC3)cc2NC1=O (centres undefined)	-1	-1%	?	-2	-2	4%	4%	-7	3%	-18%

The closing 2 compounds of the section before are carried over, then new ones follow.
SMILES	KCNH2 3.1 inh	Eya2 phos inh	A-T KAP1 phos	hERG WT inh	TRPV1 agonist	USP2a inh	TCR activator	TSHR antag	Mito fusion yeast	ELG1 repair inh
CC(C)/C=C(/C(=O)c1ccc(Cl)cc1Cl)n1cncn1	0	8%	2%	6	5	7%	0%	-6	-7%	-4%
CC1Sc2ccc(S(=O)(=O)N3CCC(C(=O)NCC(C)c4ccccc4)CC3)cc2NC1=O (centres undefined)	-1	-1%	?	-2	-2	4%	4%	-7	3%	-18%
COc1ccccc1C(=O)COC(=O)COc1ccc(C#N)cc1	-7	9%	-1%	10	nt	-2%	1%	24	nt	23%
Cc1c(-c2ccccc2)nc(-c2ccccc2)[nH]c1=O	-2	0%	-4%	-2	2	5%	0%[46.1 µM]	-6	-10%	14%
O=C(NCCCO)/C(=C/c1ccc(-c2cccc([N+](=O)[O-])c2)o1)NC(=O)c1ccccc1	10	0%	6%	-12	1	3%	-1%	-4	-2%	4%
Cc1cccc(OCCN2C(=O)c3ccccc3C2=O)c1	2	1%	13%	-7	?	-1%	-1%	-13	2%	?
CN(C)CCCNC(=S)N1CCn2c(nc3ccccc32)C1	3	-2%	-1%	0	0	1%	-4%[46.1 µM]	3	-2%	16%
CNc1oc(C)nc1S(=O)(=O)c1ccccc1	12	-5%	-6%	-7	-5	-2%	-5%	14	-4%	4%
COc1ccccc1C(=O)COC(=O)Cn1nc(C)c([N+](=O)[O-])c1C	-12	20%	0%	-6	0	1%	-1%	-1	-6%	11%
Cc1cc(C)nc(NC=C2C(=O)OC(C)(C)OC2=O)n1	-9	-8%	1%	40	-3	-1%	-3%	5	6%	1%
COc1ccc(Cc2nnc(NC(=O)C(C)C)s2)cc1	5	7%	-3%	-1	-2	9%	7%	2	-2%	-1%
COc1ccc(F)c(CN(C)CC2CCCN(CCc3ccc(F)cc3)C2)c1 (centres undefined)	-17	4%	-1%	5	6	4%	-1%	-7	-13%	-10%
COc1ccc(CNC(=O)C(c2ccco2)N(C(=O)CNS(=O)(=O)c2ccccc2)c2ccccc2C)cc1 (centres undefined)	-2	-10%	-4%	7	1	-3%	4%	0	-10%	?
O=C(COC(=O)c1n[nH]c2ccccc12)NC1CCCCC1	2	-10%	8%	4	nt	2%	0%	-8	nt	0%
N/C(=N\OC(=O)c1cccc(Cl)c1)c1cccnc1	-6	-4%	10%	5	1	0%	3%	2	5%	?
COCCCn1c(SCC(N)=O)nnc1-c1ccccc1	3	8%[15.4 µM]	7%	-1	1	3%	nt	-3	1%	-3%
N=c1n(N)c2ccccc2n1CC(=O)c1ccc(Br)cc1	-26	7%	-1%	16	-2	0%	nt	48	-4%	?
CSc1ncc(Cl)c(C(=O)Nc2sc3c(c2C(=O)NCc2ccco2)CCCC3)n1	nt	-6%	5%	nt	-3	-2%	nt	-4	5%	12%
COc1ccc2cc(S(=O)(=O)c3ccccc3)c(=O)oc2c1	3	0%	-5%	-9	7	0%	1%	21	-1%	6%
CC(C)(C)c1ccc(S(=O)(=O)N2CCN(CC(=O)N3CC(=O)Nc4ccccc43)CC2)cc1	-2	-1%	-1%	36	-2	1%	0%	6	0%	-2%
COc1ccc(OC)c(NC(=O)c2ccc(S(=O)(=O)N3CCN(C)CC3)cc2)c1	10	2%	-2%	-7	3	0%	-3%	-6	-7%	1%
O=C(NC1(C(F)(F)F)C(=O)Nc2c1c(=O)[nH]c(=O)n2Cc1ccccc1)c1ccc(Cl)cc1 (centres undefined)	14	-11%	-2%	-6	0	2%	5%	-3	1%	0%
O=C(Nc1ccccc1C(F)(F)F)c1cc(-c2ccco2)on1	-15	-2%	-3%	-1	-1	6%	4%	-2	6%	?
COC(=O)C1=C(C)N(Cc2ccccc2)C(=NCc2ccc(OC)cc2)N[C@H]1c1cccc(F)c1	nt	-2%	-4%	nt	5	-1%	-2%	3	-13%	1%
C=CCNC(=O)C1CC(=O)N(c2ccc(OCC(=O)Nc3ccc(Cl)c(C(F)(F)F)c3)cc2)C1 (centres undefined)	-12	-36%	nt	7	-3	4%	3%	0	1%	-1%
CCSc1nc(C)c(CC)c(C)c1C(N)=O	-17	10%	0%	-7	0	1%	0%	1	15%	5%
O=C(O)CC/C(=N\Nc1ccc([N+](=O)[O-])cc1S(=O)(=O)N1CCOCC1)c1cccs1	7	10%	-2%	2	4	7%	-2%	-9	-1%	14%
CC(Sc1nnc(COc2ccc3ccccc3c2)n1C)C(=O)O (centres undefined)	-10	7%	1%	1	-1	-2%	nt	-1	-3%	?
COc1ccc(C(CCNC(C)c2ccccc2)c2ccc(F)cc2)cc1 (centres undefined)	-2	3%	-7%	-76*	7	-1%	-1%[46.1 µM]	-2	-18%	11%
Cc1c(C)n(CCCN(C)C)c2ncnc(NCc3ccccc3)c12	-9	-5%	-1%	-2	-9	7%	0%	-4	11%	24%
CCc1ccc(C(=O)/C=C/Nc2ccc(S(=O)(=O)Nc3onc(C)c3C)cc2)cc1	-4	3%	-8%	3	7	-5%	4%[46.1 µM]	6	-1%	?
COc1ccc(/C=C/c2onc(C)c2S(=O)(=O)N2CCC(C(=O)N3CCC(C)CC3)CC2)cc1	-31	4%	1%	-49	?	2%	10%	-5	9%	?
COCC1CCN(C(=O)C2CCC(=O)N(CCc3ccc(Cl)cc3)C2)CC1 (centres undefined)	4	7%	1%	1	15	1%	6%	0	-5%	5%
COC(=O)c1ccccc1NC(=O)N1CCN(Cc2ccco2)CC1	-13	-12%	5%	0	12	4%	1%	-1	-27%	-2%
O=[N+]([O-])c1ccc(/C=N/n2cnc3ccccc32)s1	-2	-4%	4%	12	22	2%	0%[46.1 µM]	-3	?	?
COc1ccc(C(=O)NCc2cccnc2)cc1	-1	3%	-6%	-3	-4	0%	3%[46.1 µM]	33	1%	24%
Cc1cccc(-c2noc(CCCOc3ccc(Cl)cc3Cl)n2)c1	2	-35%	7%	4	-2	3%	1%	-15	3%	9%
CC1CC(OC(=O)c2ccccc2C(=O)c2ccc(Cl)cc2)C(=O)O1 (centres undefined)	8	0%	7%	38	nt	-2%	0%	-4	nt	4%
CCOCCCn1c(=N)c(S(=O)(=O)c2ccccc2)cc2c(=O)n3cc(C)ccc3nc21	-30	14%	0%	-5	23	?	-2%	-4	6%	17%
CCN(CC)C(=O)c1c(-c2ccccc2)oc2ccc(OC)cc12	0	-5%	5%	-10	14	-2%	2%	19	?	-7%
Cc1ccccc1OCCOC(=O)c1ccc(S(=O)(=O)N2CCCC2)cc1	-18	0%	28%	-7	9	-1%	0%	-17	11%	-2%
CN1CCN(c2c(/C=N/O)c3ccccc3n2C)CC1	1	-5%	3%	14	0	1%	9%	-4	-14%	1%
